PKA-R2B activ: activators of PKA-R2B holoenzyme, primary screen, biochemical, fluorescence polarization, Cy5-IP20, human. cAMP-dependent protein kinase catalytic subunit beta (Homo sapiens) + cAMP-dependent …. PKA-R2B holoenzyme dissociation; R2B truncated from residue 108, S112A mutant; 0% DMSO only, 100% 113 µM cGMP. activation, % at 11.4 µM. actives 0.079% (n = 340,000). AID 504700, 2011;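 active means activation above a cutoff set at the mean over all compounds plus 3 SD, cut at about 18% in these data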;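 further: higher means more holoenzyme dissociation and a rise in polarization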
Target sequence (P31323 whole entry, looked up, other chains not shown, the tested form may be a part): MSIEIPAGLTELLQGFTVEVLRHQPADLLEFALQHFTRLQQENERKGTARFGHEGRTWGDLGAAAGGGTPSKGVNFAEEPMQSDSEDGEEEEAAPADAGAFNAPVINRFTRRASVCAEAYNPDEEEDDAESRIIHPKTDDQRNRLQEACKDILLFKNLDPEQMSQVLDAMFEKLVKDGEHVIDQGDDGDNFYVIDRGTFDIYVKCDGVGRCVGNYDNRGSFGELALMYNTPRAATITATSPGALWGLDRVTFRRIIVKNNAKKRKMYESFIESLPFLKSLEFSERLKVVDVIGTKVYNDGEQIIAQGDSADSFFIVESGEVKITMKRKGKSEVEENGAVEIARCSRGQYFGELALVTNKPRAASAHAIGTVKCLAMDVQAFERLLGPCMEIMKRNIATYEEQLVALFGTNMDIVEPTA
phage Ecoli inh: growth loss of phage-infected E. coli, primary screen, RecBCD inhibitor project, absorbance, with phage, HTS. inhibition, % at 11.9 µM. actives 0.26% (n = 360,000). AID 651602, 2012; in the data active means inhibition above about 11%
AddAB inh: growth inhibition of E. coli expressing H. pylori AddAB, primary screen, AddAB inhibitor project, absorbance. inhibition, % at 11.9 µM. actives 0.29% (n = 330,000); in the data active means inhibition above about 12%;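 further: 0% = vehicle wells of infected cells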
PfHsp90 yeast 2: growth inhibition of PfHsp90-expressing yeast, primary screen, antimalarial PfHsp90 inhibitor project, S. cerevisiae, BacTiter-Glo luminescence, single point, set 2; AID 504621, 2011; BacTiter-Glo ATP, 48 h; yeast lacking PDR1 and PDR3 efflux regulators; actives 0.32% (n = 310,000); inhibition, % at 9.4 µM;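 active means every replicate shows inhibition above about 80%, whatever the replicate mean, limit read from the data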;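 further: 0% = DMSO neutral controls and 100% = 20 µM radicicol positive controls; yeast relying on Plasmodium falciparum Hsp90 in place of its own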
OPRM1-OPRD1 inv: inverse agonists of MOR-DOR heterodimerization, primary screen, cell-based, luminescence; inhibition, % at 9.3 µM; Mu-type opioid receptor (Homo sapiens) + Delta-type opioid receptor (Homo sapiens), …; cell-based MOR-DOR heterodimer luminescence, inverse agonism; AID 504357, 2011; actives 0.21% (n = 340,000); in the data active means inhibition above about 22%, passing the limit was not always enough;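 further: 0% = cells with DMSO and 100% = wells without cells with DMSO; values of inactives mirror those of a sister screen read the other way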
Tat export inh: E. coli Tat export inhibitors, primary screen, MC4100, TorA-mCherry reporter, fluorescence, single point; inhibition, % at 10 µM; actives 0.036% (n = 340,000); AID 488895, 2010;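 active means mean replicate inhibition at least 50% and at least half of replicates individually reaching 50%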;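 further: exported cargo escapes ClpAP degradation while cytoplasmic cargo is degraded and loses fluorescence; 0% = median of neutral control wells and 100% = median of NaSCN control wells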
Ecoli viability: E. coli V3065 growth inhibition, primary screen, counter-screen for AddAB inhibitor project, absorbance, OD600; AID 449728, 2010; inhibition, % at 11.9 µM; 18 h; actives 0.27% (n = 330,000);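 active means inhibition above the campaign's mean inhibition across all tested compounds plus 3 SD, cut at about 9.9% in these data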;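 further: uninfected addAB+ strain grown without phage in ampicillin broth; 0% = DMSO wells and 100% = ciprofloxacin 0.95 µg/ml wells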
HTR5A inv ag: HTR5A inverse agonists in luminescence cell assay, primary screen, counter-screen for OPRM1-OPRD1 heterodimer inverse agonist project, full-deck HTS. 5-hydroxytryptamine receptor 5A (Homo sapiens), P47898. inhibition, % at 9.3 µM. HTR5A cell line, inverse agonism. actives 0.083% (n = 340,000). AID 504634, 2011; in the data active means inhibition mostly above about 23%, no sharp cut-off; inactive means mostly below about 18%;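 further: 0% = cells with DMSO and 100% = no-cell wells with DMSO; some compounds called inactive have numbers as strong as hits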
Target sequence (P47898 whole entry, looked up): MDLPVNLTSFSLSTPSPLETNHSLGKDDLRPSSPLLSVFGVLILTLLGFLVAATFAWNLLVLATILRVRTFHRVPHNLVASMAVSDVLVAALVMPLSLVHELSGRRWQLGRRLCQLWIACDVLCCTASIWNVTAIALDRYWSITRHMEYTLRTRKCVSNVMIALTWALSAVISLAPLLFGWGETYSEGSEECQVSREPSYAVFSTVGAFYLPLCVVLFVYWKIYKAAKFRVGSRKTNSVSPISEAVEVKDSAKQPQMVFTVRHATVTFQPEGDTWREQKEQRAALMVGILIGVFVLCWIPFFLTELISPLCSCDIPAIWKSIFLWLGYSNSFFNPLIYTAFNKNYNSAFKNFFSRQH
Mot1-301 SUMO: yeast Mot1-301 growth rescue at high temperature, primary screen, SUMOylation pathway inhibitor project, S. cerevisiae, ATP luminescence, 38.5C; growth rescue, % at 18.8 µM; AID 2716, 2010; S. cerevisiae Mot1-301 growth rescue; percent above DMSO median, 100 means doubled; actives 1% (n = 320,000);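 active means every valid replicate shows activation above 250% relative to neutral control wells; inactive means the rest, any valid replicate at or below 250%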;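 further: OY570 slx delta 5 strain wells were the positive control but not used for scaling; some compounds called inactive have numbers as strong as hits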
MOR-DOR ag: agonists of OPRM1-OPRD1 heterodimerization, primary screen, cell-based, luminescence | Mu-type opioid receptor (Homo sapiens) + Delta-type opioid receptor (Homo sapiens), … | cells | activation, % at 9.3 µM | actives 0.3% (n = 340,000) | AID 504326, 2011; in the data active means activation above about 18%;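 further: 0% = vehicle-treated cells and 100% = reference agonist; values of inactives mirror those of a sister screen read the other way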
PKA-R1A activ: activators of PKA-R1A holoenzyme, primary screen, biochemical, fluorescence polarization, Cy5-IP20, bovine R1A, mouse PKAc | cAMP-dependent protein kinase type I-alpha regulatory subunit (Bos taurus) + … | AID 504707, 2011 | activation, % at 11.4 µM | PKA-R1A dissociation; scaled: DMSO 0%, 113 µM cGMP 100% | actives 0.083% (n = 340,000);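 active means percent activation above the mean of all tested compounds plus 3 SD, cut at about 19% in these data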;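 further: higher means more PKAc released from R1A so a rise in polarization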
An asterisk follows results filed as active; x = not tested or not shown.

entry	canonical_smiles	Mot1-301 SUMO	PKA-R1A activ	AddAB inh	HTR5A inv ag	Ecoli viability	phage Ecoli inh	Tat export inh	PKA-R2B activ	MOR-DOR ag	OPRM1-OPRD1 inv	PfHsp90 yeast 2
1	CC(=O)Nc1ccc(Sc2ncccc2C(=O)Nc2ccc(F)cc2)cn1	-8	-10	3.9	-7	-0.9	1.6	-3	2	-2.4	14	4
2	COc1ccc(S(=O)(=O)N2CCc3ccccc32)cc1C(=O)NCc1ccco1	x	1	x	17	x	1.8	-4	7	1.5	-9	-39
3	CC(=O)c1ccccc1OC(=O)c1ccc(-c2ccccc2)cc1	-14	8	1.4	39	0.8	0.8	-1	-8	0.0	0	-10
4	COc1cc2c(cc1OC)-c1cc(Nc3ccccc3)nc(=O)n1CC2	-3	1	0.4	3	-0.3	4.7	-2	-3	0.0	0	-23
5	NC(=O)CN1C(=O)C(O)(CC(=O)/C=C\C=C\c2ccccc2)c2ccccc21 (stereo unspecified)	-5	-2	-0.7	9	-2.2	4.4	-4	-1	3.5	-18	-25
6	COc1cccc(C(=O)Nc2c(C(N)=O)oc3ccccc23)c1	6	-1	-0.7	-5	-1.0	1.3	-18	-7	-3.0	18	-21
7	CCc1ccccc1NC(=O)Cn1nc(C)n2cccc2c1=O	-6	-7	1.4	1	-0.8	4.0	-1	-2	0.9	-4	33
8	COc1ccc(-c2cc(C(=O)Nc3cc(C)nn3-c3ccccc3)no2)cc1OC	153	5	-2.5	9	-1.5	-1.9	10	2	-0.3	1	-8

3 of the entries above in order of their number in PKA-R2B activ, highest first.
No. | SMILES | PKA-R2B activ
2 | COc1ccc(S(=O)(=O)N2CCc3ccccc32)cc1C(=O)NCc1ccco1 | 7
4 | COc1cc2c(cc1OC)-c1cc(Nc3ccccc3)nc(=O)n1CC2 | -3
3 | CC(=O)c1ccccc1OC(=O)c1ccc(-c2ccccc2)cc1 | -8

Next section
entry	canonical_smiles	Mot1-301 SUMO	PKA-R1A activ	AddAB inh	HTR5A inv ag	Ecoli viability	phage Ecoli inh	Tat export inh	PKA-R2B activ	MOR-DOR ag	OPRM1-OPRD1 inv	PfHsp90 yeast 2
9	COc1ccc(S(=O)(=O)NC(C)C(=O)NCc2ccc3c(c2)OCO3)cc1OC (stereo unspecified)	-23	3	6.1	21	3.5	2.6	-4	-6	1.4	-9	7
10	C=CCC1=C/C(=C\c2c(N)n3nc(CC(=O)N4CCOCC4)sc3nc2=O)C=C(OC)C1=O	-12	-2	0.4	-4	-2.6	-1.2	-5	1	-1.7	9	3
11	Cc1ccccc1OCCn1cc(C(=O)C(=O)N2CCOCC2)c2ccccc21	-1	-5	-3.0	-27	-0.2	0.3	5	-11	-4.1	20	x
12	Cc1c(Br)c(C(F)(F)F)nn1CC(=O)NCCCn1ccnc1	-8	1	2.1	3	-2.7	1.0	6	-6	-2.5	11	18
13	Cc1ccc(C(C[N+](=O)[O-])c2c(N)n(C)c(=O)n(C)c2=O)cc1 (stereo unspecified)	249	-16	1.4	-4	0.6	4.8	-27	-4	0.6	-3	108*
14	CC(=O)Nc1ccc(NC(=O)c2ccco2)cc1	12	-2	1.5	3	2.3	3.9	-14	-14	-1.5	7	11
15	CN(CC(=O)NCc1ccco1)S(=O)(=O)c1ccc2c(c1)c(=O)n(C)c(=O)n2C	-18	-4	-1.7	19	2.6	2.7	2	-4	-1.3	7	-9
16	COc1ccc(N2CC(C)Cn3c2nc2c3c(=O)n(Cc3ccc(F)cc3)c(=O)n2C)c(OC)c1 (stereo unspecified)	-15	-13	-1.7	-1	-1.5	0.5	-13	7	-1.4	7	x

Complete entries, looked up by structure. Values in the order: Mot1-301 SUMO | PKA-R1A activ | AddAB inh | HTR5A inv ag | Ecoli viability | phage Ecoli inh | Tat export inh | PKA-R2B activ | MOR-DOR ag | OPRM1-OPRD1 inv | PfHsp90 yeast 2
COc1ccc(N2CC(C)Cn3c2nc2c3c(=O)n(Cc3ccc(F)cc3)c(=O)n2C)c(OC)c1 (stereo unspecified) is listed with -15 | -13 | -1.7 | -1 | -1.5 | 0.5 | -13 | 7 | -1.4 | 7 | x
CC(=O)Nc1ccc(NC(=O)c2ccco2)cc1 is listed with 12 | -2 | 1.5 | 3 | 2.3 | 3.9 | -14 | -14 | -1.5 | 7 | 11
COc1ccc(S(=O)(=O)NC(C)C(=O)NCc2ccc3c(c2)OCO3)cc1OC (stereo unspecified) is listed with -23 | 3 | 6.1 | 21 | 3.5 | 2.6 | -4 | -6 | 1.4 | -9 | 7
C=CCC1=C/C(=C\c2c(N)n3nc(CC(=O)N4CCOCC4)sc3nc2=O)C=C(OC)C1=O is listed with -12 | -2 | 0.4 | -4 | -2.6 | -1.2 | -5 | 1 | -1.7 | 9 | 3
Cc1ccccc1OCCn1cc(C(=O)C(=O)N2CCOCC2)c2ccccc21 is listed with -1 | -5 | -3.0 | -27 | -0.2 | 0.3 | 5 | -11 | -4.1 | 20 | x

Next section
entry	canonical_smiles	Mot1-301 SUMO	PKA-R1A activ	AddAB inh	HTR5A inv ag	Ecoli viability	phage Ecoli inh	Tat export inh	PKA-R2B activ	MOR-DOR ag	OPRM1-OPRD1 inv	PfHsp90 yeast 2
17	O=C1CCC/C(=N\NC(=O)c2ccc(CSc3cccc4cccnc34)cc2)C1	-20	1	4.4	-24	4.2	5.3	-3	-17	-2.3	12	1
18	COc1ccccc1/C=C(/C(=O)OCC(=O)Nc1cc(C)ccc1C)c1ccccc1	244	-2	-2.2	-2	-1.6	3.0	-7	-3	3.6	-23	-2
19	C=CCc1ccccc1OCCOc1ccc([N+](=O)[O-])cc1/C=N/NC(N)=O	7	-6	-0.7	-68	0.0	4.3	6	-3	9.8	-61	-1
20	COc1cccc(CNCCSc2nnnn2C)c1	-2	-18	1.1	-27	2.6	2.2	0	4	0.6	-3	x
21	Cc1ccc(C(=O)NCCc2ccccc2)cc1	6	0	-1.3	6	-0.2	x	-7	-3	0.0	0	10
22	COc1ccc(S(=O)(=O)NCC(=O)N(CC(=O)NCC2CCCO2)c2cc(C)ccc2C)cc1 (stereo unspecified)	-14	-12	2.7	3	-1.6	1.8	4	-14	-0.8	4	x
23	O=C(O)c1ccc(Cl)c(S(=O)(=O)N(Cc2ccccc2)c2ccccc2Cl)c1	0	-4	1.6	-2	1.8	-2.6	4	-17	-2.3	10	0
24	Oc1ccccc1C=NCCCCCCN=Cc1ccccc1O	-11	-3	-1.2	-28	2.0	2.1	5	6	-1.2	6	2
25	Cc1cccnc1NC(=O)c1ccc(S(=O)(=O)N2CCC(C)CC2)cc1	2	-4	2.4	-9	-0.9	2.7	-7	-16	-1.7	9	x
26	COc1ccccc1N1CCN(CC(=O)Nc2sccc2C#N)CC1	7	-2	1.3	9	-0.8	1.2	-2	-12	-1.0	6	10
27	S=c1[nH]nc(-c2ccccn2)n1/N=C/c1cccc(Cl)c1	-23	0	4.4	29	0.0	4.1	0	-3	-1.7	9	-17
28	Cc1cc(C(=O)CCC(=O)Nc2ccc(S(N)(=O)=O)cc2)c(C)s1	-2	-6	1.1	-4	-1.1	1.8	3	-9	-2.0	8	x
29	CCCOc1ccc(CCC(=O)N/N=C/c2ccncc2)cc1	168	-6	0.8	-20	1.8	4.4	-5	-2	0.2	-1	-4
30	CC(C)N(C(C)C)S(=O)(=O)c1ccc(Cl)nc1	-7	-2	2.5	1	1.8	3.3	5	-1	-0.9	4	-10
31	CSc1ccc(C(=O)C2CCCN(C(=O)CCCn3cncn3)C2)cc1 (stereo unspecified)	-11	3	-1.3	-29	-0.7	3.1	0	1	-0.2	1	-8
32	O=C(CN1CCN(Cc2ccccc2Cl)CC1)N/N=C/C=C\c1ccccc1[N+](=O)[O-]	-17	-4	1.1	-6	-1.5	x	-1	0	2.2	-15	-1
33	NCc1ccccc1COc1ccccc1	-2	-1	2.3	-11	0.4	6.4	-5	-11	-0.3	2	-1
34	O=C(c1ccc2c(=O)n(-c3ccccc3)c(=O)[nH]c2c1)N1CCCCC1	-21	-13	1.8	4	0.4	-0.1	-8	-4	-0.5	3	-15
35	O=C(Nc1nc(=O)n(C(=O)C2CC2)s1)c1ccccc1	-7	7	1.5	-11	-2.0	-0.4	-3	1	1.3	-8	-28
36	Cc1ccc(-c2nn3c(=O)c(C)nnc3s2)cc1	280	-6	1.9	-44	2.1	1.7	-3	3	-2.6	12	4
37	Cn1c(SCC(=O)Nc2cccc(F)c2)nnc1-c1cccnc1	4	-2	3.2	-13	1.7	3.5	-8	6	-1.9	10	3
38	Cc1cccc(OCCNc2cc(N3CCOCC3)ccc2[N+](=O)[O-])c1	15	1	3.1	-1	-0.9	0.4	-3	6	-0.7	4	27
39	Cc1ccc(S(=O)(=O)NCC(=O)N(CC(=O)NCC2CCCO2)c2ccc(Cl)cc2)cc1 (stereo unspecified)	-10	-4	0.8	-8	-0.9	-0.1	6	4	-0.8	5	-7
40	COCCNC(=O)CCn1c(=O)oc2ccccc21	3	1	1.2	-16	3.2	1.4	7	1	-3.0	16	-6
